ALOX12 inh = blocks human arachidonate 12S-lipoxygenase | 580,000 compounds, 1.1% hits | P18054 | purified 12hLO, xylenol orange hydroperoxide absorbance | AID 1671190 | Potency, µM (titrated, usually from 108 µM), without a hit: at the highest dose activity change, negative = inhibition, actives largely listed as inhibitors; active = well fitted inhibition curve with a large enough effect; inconclusive = small, poorly fitted or top-dose-only effect, or another doubt; inactive = no such curve, though single readings can be large or run the other way
Target sequence (P18054 whole entry, looked up): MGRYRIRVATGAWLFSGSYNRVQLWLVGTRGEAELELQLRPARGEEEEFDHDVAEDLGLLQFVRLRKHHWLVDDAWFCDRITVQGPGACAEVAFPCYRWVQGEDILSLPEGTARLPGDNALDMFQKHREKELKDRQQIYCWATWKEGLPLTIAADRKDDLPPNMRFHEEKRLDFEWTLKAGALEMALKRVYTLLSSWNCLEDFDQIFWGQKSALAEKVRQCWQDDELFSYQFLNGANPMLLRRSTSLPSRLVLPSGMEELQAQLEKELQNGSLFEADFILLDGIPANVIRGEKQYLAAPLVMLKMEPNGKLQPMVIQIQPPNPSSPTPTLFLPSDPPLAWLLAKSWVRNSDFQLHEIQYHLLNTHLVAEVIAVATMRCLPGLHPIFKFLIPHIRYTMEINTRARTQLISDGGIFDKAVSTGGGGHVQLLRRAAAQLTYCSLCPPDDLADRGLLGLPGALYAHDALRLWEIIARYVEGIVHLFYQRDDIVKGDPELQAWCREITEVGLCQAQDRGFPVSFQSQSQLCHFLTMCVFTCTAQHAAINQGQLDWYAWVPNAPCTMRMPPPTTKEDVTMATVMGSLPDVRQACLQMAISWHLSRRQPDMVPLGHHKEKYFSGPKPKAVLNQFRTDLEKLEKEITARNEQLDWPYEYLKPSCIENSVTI
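Purified human 12hLO at 150 nM in 25 mM Hepes, 0.01% Triton X-100, pH 7.0, preincubated 15 min at room temperature with compound. Reaction started with 40 uM arachidonic acid, 30 min at room temperature. Hydroperoxide measured by Fe-xylenol orange, 573/405 nm absorbance ratio.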
Numbers without * were called inactive; [ ] = another dose, or the depositor's remark. % is set by controls: 0 for no effect and ±100 for the full control effect; potency is the fitted concentration of half-maximal effect. Not all compounds are listed, so the mix of outcomes need not match the whole.

Start of the data: the first 13 entries, ahead of the listing:
Results for CCOc1ccc(OCCOCCOc2ccccc2)cc1 ?
ALOX12 inh: 3%

What do the screens show for `O=C(NC1CCN(Cc2ccccc2)CC1)c1cc2n(n1)CC(c1ccc3c(c1)OCO3)OC2` (stereo not drawn)?
ALOX12 inh: 25%

How did CC1(C(=O)Nc2ccc3c(c2)OCCO3)CN(S(C)(=O)=O)CC(=O)N1CCc1ccccc1 (stereo not drawn) do in these assays?
ALOX12 inh: -8%

How did COCCN1C[C@@H](CO)O[C@@H](n2cnc3c(N4CCN(CCO)CC4)ncnc32)C1 do in these assays?
ALOX12 inh: -6%

What do the screens show for `CC(=O)Nc1cccc(OC(=O)C23CC4CC(CC(C4)C2)C3)c1`?
ALOX12 inh: -10%

How did CC(Oc1ccccc1Cl)C(=O)N1CCC(c2nc3ccccc3o2)CC1 (stereo not drawn) do in these assays?
ALOX12 inh: 22%

Results for Cc1ccc(NC(=O)CCN=C2NS(=O)(=O)c3ccccc32)cc1Cl ?
ALOX12 inh: 14%

What do the screens show for `CCC(=O)N(C)C(C)c1cccs1` (stereo not drawn)?
ALOX12 inh: 49%[activator]

Results for COc1ccc(C)cc1NC(=O)COC(=O)c1ccccc1C ?
ALOX12 inh: 14%

How did Cc1ccccc1CC(=O)N1CCC[C@H]1c1nc(-c2ccccc2Cl)no1 do in these assays?
ALOX12 inh: 69%[activator]

How did COc1ccc(C(=O)NCc2ccc(-c3csc(C)n3)s2)cc1F do in these assays?
ALOX12 inh: -13%

How did Clc1cccc(COc2cccc(-n3cnnn3)c2)c1 do in these assays?
ALOX12 inh: -3%

Results for CCCC(C)(C)C(=O)N1CCC1(C)C(=O)NS(=O)(=O)c1ccccc1Cl (stereo not drawn) ?
ALOX12 inh: 0%

Main list, previewed entries included:
Results for CCOc1ccc(OCCOCCOc2ccccc2)cc1 ?
ALOX12 inh: 3%

What do the screens show for `O=C(NC1CCN(Cc2ccccc2)CC1)c1cc2n(n1)CC(c1ccc3c(c1)OCO3)OC2` (stereo not drawn)?
ALOX12 inh: 25%

How did CC1(C(=O)Nc2ccc3c(c2)OCCO3)CN(S(C)(=O)=O)CC(=O)N1CCc1ccccc1 (stereo not drawn) do in these assays?
ALOX12 inh: -8%

How did COCCN1C[C@@H](CO)O[C@@H](n2cnc3c(N4CCN(CCO)CC4)ncnc32)C1 do in these assays?
ALOX12 inh: -6%

What do the screens show for `CC(=O)Nc1cccc(OC(=O)C23CC4CC(CC(C4)C2)C3)c1`?
ALOX12 inh: -10%

How did CC(Oc1ccccc1Cl)C(=O)N1CCC(c2nc3ccccc3o2)CC1 (stereo not drawn) do in these assays?
ALOX12 inh: 22%

Results for Cc1ccc(NC(=O)CCN=C2NS(=O)(=O)c3ccccc32)cc1Cl ?
ALOX12 inh: 14%

What do the screens show for `CCC(=O)N(C)C(C)c1cccs1` (stereo not drawn)?
ALOX12 inh: 49%[activator]

Results for COc1ccc(C)cc1NC(=O)COC(=O)c1ccccc1C ?
ALOX12 inh: 14%

How did Cc1ccccc1CC(=O)N1CCC[C@H]1c1nc(-c2ccccc2Cl)no1 do in these assays?
ALOX12 inh: 69%[activator]

How did COc1ccc(C(=O)NCc2ccc(-c3csc(C)n3)s2)cc1F do in these assays?
ALOX12 inh: -13%

How did Clc1cccc(COc2cccc(-n3cnnn3)c2)c1 do in these assays?
ALOX12 inh: -3%

Results for CCCC(C)(C)C(=O)N1CCC1(C)C(=O)NS(=O)(=O)c1ccccc1Cl (stereo not drawn) ?
ALOX12 inh: 0%

How did CCC(C(=O)Nc1ccc(N(C)C)cc1)n1nnc2ccccc2c1=O (stereo not drawn) do in these assays?
ALOX12 inh: inconclusive

What do the screens show for `CCN(CC)c1ccc(C=Nc2ccc(Nc3ccccc3)cc2)cc1`?
ALOX12 inh: 20µM*

Results for Clc1ccc(CO/N=C/c2ccc(OCc3ccccc3)cc2)c(Cl)c1 ?
ALOX12 inh: -12%

What do the screens show for `COc1nccc(N2CCC(CC(=O)NCCN3CCC(C)CC3)CC2)n1`?
ALOX12 inh: 32%[activator]

What do the screens show for `CCOc1ccc(CCN2C(=S)N([C@@H](CC(C)C)CN3CCC[C@@H]3CN3C(=S)NC[C@@H]3Cc3ccc(O)cc3)C[C@@H]2Cc2ccc(O)cc2)cc1`?
ALOX12 inh: inconclusive

How did COc1cccc(C(=O)Nc2oc3ccccc3c(=O)c2-c2ccc(Cl)cc2)c1 do in these assays?
ALOX12 inh: 3%

How did COc1ccc(S(=O)(=O)NC[C@H]2O[C@@H](CO)[C@@H](O)[C@H]2N2CCN(C)CC2)cc1 do in these assays?
ALOX12 inh: inconclusive

Results for Cn1cc(CNC(=O)C[C@@H]2C[C@H]3O[C@H](CNC(=O)NCc4ccccc4)[C@@H](O)[C@H]3O2)cn1 ?
ALOX12 inh: -32%

Results for O=c1cc(-c2ccncc2)nc(-c2ccc(CN3CC[C@@H](O)C3)cc2)[nH]1 ?
ALOX12 inh: 18%

How did CCCNC(=O)c1cc(C2CCCN(S(=O)(=O)c3cccc4cccnc34)C2)on1 (stereo not drawn) do in these assays?
ALOX12 inh: inconclusive

How did CC(C)NC(=O)N1CNC(=O)C12CCN(C(=O)c1ccccc1)CC2 do in these assays?
ALOX12 inh: 1%[6.33 µM]

What do the screens show for `Cc1ccc2[nH]cc(CCNC(=O)c3ccc(F)cc3)c2c1`?
ALOX12 inh: inconclusive

What do the screens show for `COc1cccc(CNC(=O)[C@@H]2C[C@@H](O)CN2C2CCN(C(=O)C3CC3)CC2)c1`?
ALOX12 inh: 33%

Results for CCOc1nc2ccccc2nc1N1CCC(C(=O)NCc2ccc(Cl)cc2)CC1 ?
ALOX12 inh: -54%

How did COc1cccc(-c2oc3c(c2-c2ccc(Br)nc2)C(O)CCC3)c1 (stereo not drawn) do in these assays?
ALOX12 inh: 0%

What do the screens show for `CCn1ncc(N2CCC(NC(=O)Cc3cccc(OC)c3)CC2)cc1=O`?
ALOX12 inh: 26%

What do the screens show for `Cc1noc(C)c1S(=O)(=O)N(C)C[C@H]1OCc2cnnn2CCCC(=O)N([C@H](C)CO)C[C@H]1C`?
ALOX12 inh: -22%

Results for CCCSc1nn(CCN(C)C)c2nc3sc4c(c3c(=O)n12)CCCCC4 ?
ALOX12 inh: -14%

How did CC(C)c1ncc(C(=O)N2CCCC(CCc3ccccc3F)C2)c(=O)[nH]1 (stereo not drawn) do in these assays?
ALOX12 inh: 29%

Results for Cc1ccc(Cn2cc(-c3ccncc3)cc2C(=O)N2CCCCCC2)cc1 ?
ALOX12 inh: -11%

How did CCc1ccc(NC(=O)C(=O)c2c(C)[nH]c3ccccc23)cc1 do in these assays?
ALOX12 inh: inconclusive

What do the screens show for `O[C@@H]1C[C@@H](c2nc(-c3ccc4c(c3)OCO4)no2)N(Cc2ccncc2)C1`?
ALOX12 inh: inconclusive

How did N#CCCNC(=O)CN1CCCC(c2nc3ccccc3o2)C1 (stereo not drawn) do in these assays?
ALOX12 inh: 6%

Results for COc1cc(/C=C(/C#N)c2nc3ccccc3[nH]2)ccc1OC(F)F ?
ALOX12 inh: 15%

What do the screens show for `Cc1cccc(NC(NC(=O)c2ccc(Cl)cc2)C(Cl)(Cl)Cl)c1` (stereo not drawn)?
ALOX12 inh: 38%

What do the screens show for `CC(C)Cc1cc(C(=O)N2C[C@H](C3CC3)[C@@H](N)C2)n(C)n1`?
ALOX12 inh: 36%[activator]

What do the screens show for `Cc1cc2cc(-c3c(C)noc3C)nc(NCc3cccnc3)c2o1`?
ALOX12 inh: 43%[activator][176 µM]

Results for CCCc1cc(CNC(=O)c2ccc(N(C)C)nc2)on1 ?
ALOX12 inh: 71%[activator]

What do the screens show for `CCOC(=O)c1sc2nc(CC(=O)OC)nc(Nc3ccc(Cl)cc3)c2c1C`?
ALOX12 inh: 0%

What do the screens show for `O=C1CCN=C(S/C(=C/c2ccc(Cl)cc2)C(=O)O)N1`?
ALOX12 inh: inconclusive

Results for CC(C)CNC(=O)C1(C)CCCN1C(=O)c1ccc2c(c1)CCO2 (stereo not drawn) ?
ALOX12 inh: -5%

What do the screens show for `CC1CCC2(CC1)NC(=O)N(CC(=O)Nc1ccc(N3CCCCC3)cc1)C2=O` (stereo not drawn)?
ALOX12 inh: 0%

Results for COc1cc(/C=N/OCc2cccc(Br)c2)cc(OC)c1OC ?
ALOX12 inh: 6%

What do the screens show for `O=C(NC1CCCCC1)O[C@@H]1CO[C@H]2[C@@H]1OC[C@@H]2n1nnnc1SCc1ccco1`?
ALOX12 inh: 3.5µM*

How did Cc1cc(NC(=O)N2Cc3cccn3-c3ccccc32)ccc1Br do in these assays?
ALOX12 inh: -15%

Results for CCCCCCCOC(=O)Nc1ccc(C)cc1 ?
ALOX12 inh: 10%

How did O=C(O)c1cccc(NC(NC(=O)c2cccs2)C(=O)c2ccccc2)c1 (stereo not drawn) do in these assays?
ALOX12 inh: -3%

How did NS(=O)(=O)c1ccc(-c2ccc(/C=N/Nc3ccc(S(=O)(=O)Nc4ccccc4)cc3[N+](=O)[O-])o2)cc1 do in these assays?
ALOX12 inh: -25%

How did O=C(Nc1ccc2c(N3CCCC3)ncnc2c1)c1ccccc1Br do in these assays?
ALOX12 inh: 56%[activator]

Results for CN1CC(=O)N(C2CCNCC2)Cc2c(NCCc3cccc(F)c3)ncnc21 ?
ALOX12 inh: 18µM*

Results for O=C(NCCN1CCN(S(=O)(=O)c2ccc3ccccc3c2)CC1)C(=O)Nc1ccccc1 ?
ALOX12 inh: -27%

What do the screens show for `COCc1nnc(NC(=O)C2CC(=O)N(CCc3c[nH]c4ccc(Cl)cc34)C2)s1` (stereo not drawn)?
ALOX12 inh: -31%

What do the screens show for `CCN(CC)c1ccc(C(=O)NCc2nnc3cc(-c4nc(C5CC5)no4)ccn23)cc1`?
ALOX12 inh: inconclusive

How did COc1cccc(CC(=O)N2CCOCCNC(=O)[C@@H]3CCCC[C@@H]32)c1 do in these assays?
ALOX12 inh: 28%

Results for COc1ccccc1NC(=O)CN(Cc1ccco1)C(=O)c1cc(Cl)c(OC)c(OC)c1 ?
ALOX12 inh: 2%

Results for O=C1NC[C@@H](CCCCN2CCN(CC3CCCCC3)C(=O)C2=O)N(Cc2ccccc2)C1=O ?
ALOX12 inh: -4%

How did O=C(NCC1CN(C(=O)CCc2ccccc2)CC12CN(c1ccccc1)C2)c1ccccc1 (stereo not drawn) do in these assays?
ALOX12 inh: -21%

How did CCOc1ccccc1NC(=O)CC[C@H]1NC(=O)c2ccccc2NC1=O do in these assays?
ALOX12 inh: 31%[activator]

How did CC(Sc1nc(NC2CC2)c2ccccc2n1)C(=O)N(C)C (stereo not drawn) do in these assays?
ALOX12 inh: -3%

Results for O=C(O)C[C@@H]1CCN(C(=O)c2ccccc2)C[C@@H]1CCN1CCN(c2ccccn2)CC1 ?
ALOX12 inh: inconclusive

What do the screens show for `Cc1ccc(C(=O)NCc2ccc(N3CCN(C)CC3)nc2)o1`?
ALOX12 inh: 0%

What do the screens show for `COc1ccccc1NC(=O)Nc1nc(CC(=O)NCC2CCCCC2)cs1`?
ALOX12 inh: -4%

What do the screens show for `O=C(c1ccc(-c2cccnc2)nc1)N1CCCC(c2ccccc2)CC1` (stereo not drawn)?
ALOX12 inh: 40%[activator]

Results for CSc1ccc(C(C)NC(=O)C(C)C)cc1 (stereo not drawn) ?
ALOX12 inh: 17%

How did COCC(=O)N1CCC2(CCN(Cc3cc(C4CC4)n[nH]3)CC2)C(CO)C1 (stereo not drawn) do in these assays?
ALOX12 inh: 37%[activator]

How did COc1ccc(C(=O)N2CCCC(c3nn(C)c(=O)n3C3CCCC3)C2)cn1 (stereo not drawn) do in these assays?
ALOX12 inh: 41%[activator]

Results for CC1CCC2(CC1)N=C(c1ccc(Cl)cc1Cl)C(=S)N2 (stereo not drawn) ?
ALOX12 inh: 5%

What do the screens show for `CCCCCCn1cc(CN2CC(N3CCSCC3)CS2(=O)=O)nn1` (stereo not drawn)?
ALOX12 inh: -31%

What do the screens show for `O=C1CCN(Cc2cccnc2)CCCC(C(=O)NC2CCCC2)CCN1` (stereo not drawn)?
ALOX12 inh: 32%[activator]

Results for CCC[C@@H]1CN(c2nc(C(=O)OCC)co2)C[C@H]1NS(C)(=O)=O ?
ALOX12 inh: 1%

Results for COCCN1CCC2(CCC1=O)CCN(C(=O)c1sc(C)nc1C)CC2 ?
ALOX12 inh: 29%

How did COC(=O)C1=C(C)N(Cc2cccc(C(F)(F)F)c2)C(=NCc2cc(OC)c(OC)c(OC)c2)NC1CCc1ccccc1 (stereo not drawn) do in these assays?
ALOX12 inh: inconclusive

How did O=c1ccn2c(n1)OC1CC2OC1COC(c1ccccc1)(c1ccccc1)c1ccccc1 (stereo not drawn) do in these assays?
ALOX12 inh: 7%

Results for CC(C)N1CCC1(C)C(=O)Nc1ccc(-n2cccc2)cc1 (stereo not drawn) ?
ALOX12 inh: 1%

Results for O=C(O)[C@@H]1CN(C(=O)c2ccc(=O)[nH]c2)C[C@H]1c1ccc2c(c1)OCO2 ?
ALOX12 inh: 52%[activator]

Results for O=C(NCC[C@@H]1CC[C@@H](NS(=O)(=O)c2ccccc2)[C@@H](CO)O1)c1cc(Cl)cc(Cl)c1 ?
ALOX12 inh: -12%

Results for Cc1cnc(CCNC(=O)c2n[nH]c3ccccc23)n1C1CCCC1 ?
ALOX12 inh: 67%[activator]

Results for Cc1ccc(S(=O)(=O)N2CCCc3nc(-c4ccc(Br)cc4)ccc32)cc1 ?
ALOX12 inh: -5%

How did O=C(Cc1ccccn1)N1CCC(c2nn(-c3ccc(Cl)cc3)c(=O)[nH]2)CC1 do in these assays?
ALOX12 inh: 1%

What do the screens show for `O=C(CCC1CCCC1)NCc1cccnc1`?
ALOX12 inh: 1%

What do the screens show for `CCCc1nnc(NC(=O)c2cc(=O)c3ccc(C)c(C)c3o2)s1`?
ALOX12 inh: -5%

High-throughput results: PubChem BioAssay, National Center for Advancing Translational Sciences (NCATS)
